TAG inh: triacylglycerol accumulation inhibition; actives 0.66% (n = 230,000); inhibition, % at 12.5 µM; H9c2 cells, Nile Red lipid (TAG) fluorescence; cells loaded with 200 µM oleic acid;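 active = pattern-corrected inhibition of lipid staining of at least 50% with the nuclear-stain viability signal not falling by more than 50%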;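 note: 0% = DMSO wells and 100% = triacsin C control wells; some results filed as inactive read as strong as hits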
TAG inh DAPI viability: second read-out of TAG inh, no call of its own (marks repeat the call); DAPI nuclei signal change (viability), lower = more cytotoxic, %;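 whole-well DAPI fluorescence read on a plate reader as a viability signal; minus 50 percent equals half of cells still viable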
Numbers without * were called inactive; & = joins results of further samples. Not all compounds are listed; rates above refer to the full screens.

SMILES	TAG inh	TAG inh DAPI viability
CCc1ccc(C(=O)COC(=O)C2=NN(c3ccccc3)C(=O)CC2)cc1	14	-3
Cc1cccc(OCCNC(=S)NC(=O)c2cncc(Br)c2)c1	21	-22
Cn1nccc1-c1ccc(C(=O)NCc2ccco2)c2occc12	-1	0
COc1cc2c(cc1OC)C(=O)NCC(C)(C)O2	-18	6
Cc1ccccc1Nc1nnc(SCC(=O)NC(=O)NCc2ccco2)s1	-5	10
CCOC(=O)N1CCC(NC(=O)c2ccc3c(c2)N(CC)CCS3)CC1	5	19
CCN(CC(=O)Nc1c(F)cccc1F)C(=O)c1cc(C)nc2ccccc12	-9	2
O=C1c2oc3ccc(F)cc3c(=O)c2C(c2ccc(F)cc2)N1CCCN1CCOCC1 (configuration not stated)	14	-5
CCOC(=O)c1cccc(C2=CC(=O)C[C@H](c3ccc(Cl)cc3)C2)c1	-1	-4
COc1ccc(CNC(=O)C(=O)NCC2CCCN2S(=O)(=O)c2cccs2)cc1 (configuration not stated)	9	-12
CC(NS(=O)(=O)c1cccc(Cl)c1)C(=O)N(C)C1CCN(C)CC1 (configuration not stated)	11	-8
Cc1nn(C)c(C)c1S(=O)(=O)NCc1cccs1	-12	9
COc1c(N2CCN(C(=S)NCc3ccccc3)C(C)C2)c(F)cc2c(=O)c(C(=O)O)cn(C3CC3)c12 (configuration not stated)	-2	7
O=S(=O)(NC(=S)c1ccccc1)c1ccccc1	-3	10
NC(=O)CCC1NC(=S)N(Cc2ccccc2)C1=O (configuration not stated)	-11	-1
Cc1sc2ncnc(OCC(=O)c3ccc(S(=O)(=O)N4CCCC4)cc3)c2c1C	4	-8
O=C(CN1C(=O)C2C3C=CC(C3)C2C1=O)Nc1ccc(S(=O)(=O)Nc2nccs2)cc1 (configuration not stated)	6	-7
CN(CCOc1ccccc1)C(=O)c1cc(S(=O)(=O)N2CCOCC2)c(Cl)cc1Cl	0	-5
C/C(CC(=O)Nc1ccc2c(c1)OCO2)=N\NC(=O)c1ccccc1N	-10	7
CCCCn1c(=O)[nH]c(=O)c2c(C(=O)OCC)cc(-c3ccc(OC(F)F)cc3)nc21	20	108
COc1ccc(NC(=O)c2c(C)noc2C(C)C)cc1S(=O)(=O)N1CCCCC1	8	4
Cc1sc2nc[nH]c(=O)c2c1-c1ccc(F)cc1	-7	-2
COc1ccc(CCNC(=O)CCCn2c(=S)[nH]c3ccsc3c2=O)cc1OC	5	-4
N#Cc1cnn2ccc(-c3ccc4c(c3)CCC4)nc12	-37	172
CC(=O)Nc1ccc(C(=O)COC(=O)c2c(C)noc2C)c(F)c1	13	-9
Cc1cccc(OCC(O)CN2C(C)(C)CC(O)CC2(C)C)c1C (configuration not stated)	11	-8
CCCOc1ccc(F)cc1-c1cc(C(=O)Nc2ccc(OC)cc2C)[nH]n1	9	8
CCN(CC)S(=O)(=O)c1ccc(N(C)CCc2ccc(OC)c(OC)c2)nc1	-17	1
Cc1ccc(S(=O)(=O)NCCC(=O)OCC(=O)N2CCCC2=O)cc1C	0	0
Cn1nnnc1SCC(=O)N1CCN(S(=O)(=O)c2ccc(Cl)cc2)CC1	6	-6

A second format for three compounds above:
smiles | TAG inh | TAG inh DAPI viability
CCCOc1ccc(F)cc1-c1cc(C(=O)Nc2ccc(OC)cc2C)[nH]n1 | 9 | 8
CCN(CC)S(=O)(=O)c1ccc(N(C)CCc2ccc(OC)c(OC)c2)nc1 | -17 | 1
Cc1ccc(S(=O)(=O)NCCC(=O)OCC(=O)N2CCCC2=O)cc1C | 0 | 0

Carrying on:
SMILES	TAG inh	TAG inh DAPI viability
O=C(Nc1ccccn1)c1cc(-c2cccc(Cl)c2)nc2ccccc12	12	-2
O=C(NCC1CCCO1)c1cc(C(=O)C2CCCCC2)c[nH]1 (configuration not stated)	11	-5
C[C@H]1CN(S(=O)C(C)(C)C)[C@@H](CCO)/C1=C\c1ccccc1 (some centres not stated)	-16	-4
CCc1ccc(OCC(=O)Nc2ccncc2)cc1	-9	-2
C[C@H](CO)N1C[C@H](C)[C@@H](CN(C)C(=O)Nc2ccc3c(c2)OCO3)Oc2ccc(NC(=O)Cn3cnnn3)cc2C1=O	9	-3
COC(=O)c1ccccc1NC(=S)NC(C)=O	2	5
C/C(=N\NC(=O)c1nnn(-c2nonc2N)c1COc1ccc(F)cc1)c1ccc(Cl)cc1	12	-4
O=C(Nc1ccc(C(=O)N2CCOCC2)cc1)c1ccccc1Cl	-4	4
O=S(=O)(c1ccccc1)c1nc(-c2ccco2)oc1N1CCOCC1	-9	6
CC(C(=O)Nc1ccc(S(=O)(=O)Nc2ncccn2)cc1)N1C(=O)c2ccccc2S1(=O)=O (configuration not stated)	-4	8
CCOC(=O)c1nc(C)c(C(C)=O)s1	-14	-2
CCCC(=O)Nc1ccc(N2CCN(C(=O)CCC)CC2)cc1	12	6
COc1ccc(CC(=O)NC(C)(C)CC(C)=O)cc1OC	0	0
COc1ccc(CC2(CO)CCN(Cc3cnc(-c4ccccc4C)nc3)CC2)cc1	14	-8
COc1ccc(C(=O)NCC2(c3ccc(OC)c(OC)c3)CCCC2)cc1OC	5	3
CSc1ccc(-c2sc(Nc3ccccc3)n[n+]2-c2ccccc2)cc1	-3	6
Cc1cc(C)c(S(=O)(=O)NNC(=O)C2CCN(Cc3ccccc3)CC2)c(C)c1	2	-7
O=C(Nc1ccc(F)c([N+](=O)[O-])c1)c1cccs1	-1	-3
O=C(OCC(=O)N1CCC(Cc2ccccc2)CC1)c1cccnc1Cl	-7	2
Cc1ccc(S(=O)(=O)CC(=O)N(CCCN2CCOCC2)c2nc3c(F)cccc3s2)cc1	5	1

Reprinted at random: 4 entries already listed.
SMILES	TAG inh	TAG inh DAPI viability
CSc1ccc(-c2sc(Nc3ccccc3)n[n+]2-c2ccccc2)cc1	-3	6
O=C(Nc1ccc(F)c([N+](=O)[O-])c1)c1cccs1	-1	-3
COc1ccc(C(=O)NCC2(c3ccc(OC)c(OC)c3)CCCC2)cc1OC	5	3
COc1ccc(CC2(CO)CCN(Cc3cnc(-c4ccccc4C)nc3)CC2)cc1	14	-8

(list continues)
SMILES	TAG inh	TAG inh DAPI viability
COc1cccc(CNC(=O)COC(=O)c2nn(C)c(=O)c3ccccc23)c1	0	-7
Cc1noc(C)c1S(=O)(=O)N1CCN(Cc2ccc3c(c2)OCO3)CC1	8	-2
Cc1cc(C2=NNC(=Nc3ccc(S(=O)(=O)N4CCOCC4)cc3)SC2)c(C)n1C	21	-9
COc1cc2sc(-c3ccc(S(C)(=O)=O)cc3)c(C(=O)NCc3ccc(C)o3)c2cc1OC	5	4
COc1ccc(/C=C2/C(=O)N(c3ccccc3)N=C2C)cc1OC	3	6
CCC(C)(C)NC(=O)C(c1ccncc1)N(C(=O)Cn1nnc2ccccc21)c1cc2c(cc1C(C)=O)OCO2 (configuration not stated)	8	14
Cc1ccc(C(=O)N2CCN(S(=O)(=O)c3ccc(C)cc3)CC2)cc1	-3	-7
C=CCn1c(O)c(N=Nc2ccccc2)c2ccccc21	-2	-1
O=C(COC(=O)c1ccc(S(=O)(=O)C(F)F)cc1)NC(=O)NC1CCCCC1	10	-4
COc1ccc(NC(=O)CS(=O)CC(=O)Nc2ccc(OC)c(OC)c2)cc1 (configuration not stated)	14	-3
O=C(c1ccc(NS(=O)(=O)c2cccs2)cc1)N1CCN(c2ccccc2Cl)CC1	-7	8
Cn1c(=O)c2cc(NC(=O)Cc3ccccc3F)ccc2n1C/C=C/c1ccccc1	5	17
O=C(CN1C(=O)NC2(CCCC2)C1=O)OCc1ccc(Cl)cc1Cl	-27	-1
O=C(Nc1ccc(OC(F)(F)F)cc1)c1cccc(-n2cnnn2)c1	16	-3
Cc1cccc(NC(=O)CCCNC(=O)c2ccc(Cl)cc2)n1	3	0
Cc1ccc(S(=O)(=O)NCCC(=O)Nc2ncccc2O)cc1C	-4	5
COc1cc([N+](=O)[O-])cc(/C=N/NC(=O)c2cncc(Br)c2)c1O	15	8
CCCCNc1nc(CC(C)=O)ns1	7	-6
Cc1cccc(N2CCN(C(=O)Cc3c(C(=O)O)[nH]c4ccc(Cl)cc34)CC2)c1C	-7	-6
COc1cc(N=c2ssnc2Cl)c(OC)cc1Cl	-11&-25	1&4

Some of the entries above in another layout:
Results follow in this order: TAG inh | TAG inh DAPI viability
Cc1cccc(N2CCN(C(=O)Cc3c(C(=O)O)[nH]c4ccc(Cl)cc34)CC2)c1C
 : -7 | -6
Cc1ccc(S(=O)(=O)NCCC(=O)Nc2ncccc2O)cc1C
 : -4 | 5
O=C(Nc1ccc(OC(F)(F)F)cc1)c1cccc(-n2cnnn2)c1
 : 16 | -3

Next part
SMILES	TAG inh	TAG inh DAPI viability
Cc1ccc(C(N)=S)c(C)c1	18	-15
COc1ccc(CNC(=O)CN2CCN(S(=O)(=O)c3cccs3)CC2)cc1OC	3	-2
O=c1cc(COn2nnc3ccc(C(F)(F)F)cc32)nc2sccn12	18	-5
O=C1C2CCCN2C(c2ccc(F)cc2)N1c1cccc(Cl)c1 (configuration not stated)	25	9
CN(C(=O)c1ccccc1C(=O)OCC(=O)Nc1ccccc1)c1ccccc1	-7	0
Cc1occc1-c1nnc(SCC(=O)Nc2c(F)cccc2F)n1C	2	6
COCCNC(=O)CSc1nc2cc3c(cc2c(=O)n1CCCC(=O)NCc1ccc(OC)cc1)OCO3	2	-6
Cc1nc2scc(-c3ccc(Cl)cc3)c2c(=O)n1N	-11	3
O=C(Nc1ccccc1)C1CCCN1/C=C/C(=O)C(F)(F)F (configuration not stated)	-3	-8
O=C(CSc1nnc(-c2ccccc2F)n1C1CC1)N1CCCC1	3	2
CCN(CC(=O)Nc1c(F)cccc1F)C(=O)c1ccc(COc2ccccc2)o1	17	-2
O=C(c1cc(-c2ccccn2)nc2ccc(Cl)cc12)N1CCN(CCc2ccccc2)CC1	10	1
CCOc1ccc(NC(=O)CSc2nnc(C)n2Cc2ccccc2)cc1	-4	-3
COc1cc(/C=C2\SC(=O)N(CCN)C2=O)ccc1OS(=O)(=O)c1cc(C)ccc1C	36	6
O=c1c2ccccc2oc2ccc(C#CC3(O)CCCCC3)cc12	-23	12
COc1cc2nc(CN(C)Cc3ccc(SC)cc3)[nH]c(=O)c2cc1OC	-11	6
COc1ccc(NS(=O)(=O)c2cccc(C(=O)N(C)CC(=O)Nc3ccc(C)cc3)c2)cc1	6	-7
O=C(NCCC(F)(F)F)C1Cc2c(-c3ccccc3Oc3ccccc3)ccnc2O1 (configuration not stated)	-3	3
O=C(CN1CCC(O)CC1)N1c2ccccc2C=Cc2ccccc21	17	-12
CCCn1c(=O)[nH]c(=O)c2c(C(F)(F)F)cc(-c3ccc(C)cc3)nc21	20	16

Profiles as entered above. Order of screens: TAG inh	TAG inh DAPI viability
Results for COC(=O)c1ccccc1NC(=S)NC(C)=O : 2	5
Results for COc1cc2sc(-c3ccc(S(C)(=O)=O)cc3)c(C(=O)NCc3ccc(C)o3)c2cc1OC : 5	4

Further structures
SMILES	TAG inh	TAG inh DAPI viability
CCOC(=O)C(C)Sc1nnc(-c2c[nH]c3ccccc23)n1C (configuration not stated)	13	-2
COc1ccc(OC)c(CN2CCN(C(=O)c3ccc(S(=O)(=O)N4CCCCCC4)cc3)CC2)c1	-8	-4
O=c1c2c(nc3c(-c4cccc5ccccc45)c[nH]n13)CCC2	-25	16
Cc1cc(C=C2C(=O)c3ccccc3C2=O)c(C)n1-c1cccc(C(=O)O)c1	9	-2
CC(C)CNc1ncnc2c1ncn2[C@H]1CN(Cc2ccc(-c3ccccc3)cc2)C[C@@H](CO)O1	23	-5
CC(C)N=c1cc2n(-c3ccc(Cl)cc3)c3ccccc3nc-2cc1Nc1ccc(Cl)cc1	137*	-33*
CCOc1ccc(-n2c(COc3ccc(C)cc3)nnc2SCC(N)=O)cc1	8	10
O=C(CCl)NCCN1C(=O)S/C(=C\c2cccnc2)C1=O	6	1
CC(C)C(=O)NCCc1nc(-c2ccc(Cl)cc2)no1	-4	-7
CS(=O)(=O)N1CCc2cc(NC(=O)c3ccc(Cl)cc3Cl)ccc21	15	-9
CC(NS(=O)(=O)c1ccc([N+](=O)[O-])cc1)C(=O)NN (configuration not stated)	-3	9
CCOc1cc(/C=N/NC(=O)CN2CCCCC2)ccc1O	3	-12
COc1ccc(C(=O)C2CCCN(C(=O)c3cccnc3OC)C2)cc1F (configuration not stated)	-5	7
Cc1ccc(NC(=O)CSCC(=O)OC(C)C(=O)Nc2ccccc2C)cc1 (configuration not stated)	-9	2
CC[N+](CC)(CCCCS(=O)(=O)[O-])CCNP1(=O)C=C(c2ccccc2)OC(c2ccccc2)=C1	-15	6
CC(C)[C@@H]1CC[C@@H](C)C[C@H]1O	2	-3
CCN(C(=O)COC(=O)c1ccccc1NCc1ccco1)c1c(N)n(Cc2ccccc2)c(=O)[nH]c1=O	-5	19
C[C@H](O)[C@@H]1C(=O)N2CCc3c([nH]c4ccccc34)[C@@H]2C[C@@H]1N(C)C(=O)Nc1ccccc1	10	11
CC(C)(C)OC(=O)NCCC(=O)N/N=C/c1ccc2nccnc2c1	1	-7
CNc1cncc(-c2cccnc2)n1	-7	6
Cn1c(=O)[nH]c(=O)c2c1nc(N1CCOCC1)n2CCc1ccccc1	-1	-11
COc1ccc2c(c1)-c1c(sn(-c3ccc(OC)c(OC)c3)c1=S)C(C)(C)N2	-125	-8
COc1ccccc1-n1c(=S)[nH]c2c(sc(=S)n2-c2ccccc2)c1=O	1	-2
COc1ccc(NC(=O)CSc2nnc(Cn3c(=O)sc4ccccc43)n2C)cc1	-7	5
Cc1cc(Cl)ccc1OCC(=O)NC(=S)Nc1ccccc1N1CCOCC1	0	-7
COc1cc2c(cc1OC)-c1nnc(-c3cccs3)n1C(C)(C)C2	-2	-12
CCOC(=O)C(NC(=O)c1ccccc1)=C1C=C(C)OC(C)=C1	-8	-4
Cc1ccc(-c2csc(N3CCN(c4ccc5nc(-c6ccncc6)n(CCN6CCCCC6)c5c4)CC3)n2)cc1	20	0
CSc1ccccc1OCc1cc(C(=O)N2CCN(C)C(c3ccccc3)C2)no1 (configuration not stated)	9	0
CCOC(=O)N1CCC(Nc2c(NCCCN(C)Cc3ccccc3)c(=O)c2=O)CC1	-4	2

Screens as filed in PubChem.
